A3A deaminase: APOBEC3A ssDNA deaminase inhibitors, primary screen, selectivity assay for APOBEC3G inhibitor project, biochemical, FAM/TAMRA oligo cleavage fluorescence. 330,000 tested, 0.41% active. DNA dC->dU-editing enzyme APOBEC-3A (Homo sapiens), P31941. recombinant A3A, FAM/TAMRA ssDNA deamination fluorescence. inhibition, % at 20 µM;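 active = at least 40% inhibition at 20 µM here, with at most 30% in a related deaminase screen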;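 note: plate controls were A3A with DMSO for no effect and wells lacking A3A enzyme for full effect; some results filed as inactive read as strong as hits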
Target sequence (P31941 whole entry, looked up): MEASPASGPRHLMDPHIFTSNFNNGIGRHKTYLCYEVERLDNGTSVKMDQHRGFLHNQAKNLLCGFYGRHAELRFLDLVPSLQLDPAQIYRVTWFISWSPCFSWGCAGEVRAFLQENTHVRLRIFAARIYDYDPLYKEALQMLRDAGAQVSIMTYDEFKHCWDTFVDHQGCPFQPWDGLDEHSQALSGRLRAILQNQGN
tim10-1 inh: growth inhibitors of tim10-1 mutant yeast, primary screen, luminescence, uHTS. S. cerevisiae tim10-1 ts strain growth, BacTiter-Glo, 24 h. inhibition, % at 20 µM. 330,000 tested, 2.2% active;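 active = inhibition of at least 40%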;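 note: mutant grown at 25 °C; 0% = DMSO wells with yeast and 100% = wells holding no yeast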
mIAP inh: inhibitors of mouse IAP, primary screen, biochemical, luminescence, uHTS; intestinal alkaline phosphatase [Mus musculus]; purified mouse IAP, CDP-Star luminescence, 30 min; inhibition, % at 10 µM; 330,000 tested, 0.2% active; AID 2806, 2010;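 active = inhibition of at least 40% at 10 µM in the primary screen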;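 note: plate controls were DMSO with enzyme for no effect and no enzyme wells for full effect; values of inactives mirror those of a sister screen read the other way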
NLRP3 yeast inh: NALP3 inflammasome inhibitors in reconstituted yeast, primary screen, luminescence, uHTS; inhibition, % at 10 µM; 330,000 tested, 0.39% active; Yeast reconstituted NLRP3/ASC/caspase-1, beta-gal luminescence, 24 h;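 active = inhibition of 50% or more; inactive = inhibition below 50%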;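 note: plate controls were induced DMSO wells for no effect and uninduced yeast grown without galactose for full effect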
hIAP block: human IAP inhibitors, primary screen, biochemical, luminescence, uHTS. Intestinal-type alkaline phosphatase (Homo sapiens), P09923. purified IAP, CDP-Star luminescence, 30 min. inhibition, % at 10 µM. 330,000 tested, 0.12% active. AID 2544, 2010;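 active = inhibition reaching a set limit with compound at 10 µM in the primary screen, cut at about 35% in these data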;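 note: plate controls were DMSO wells with enzyme for no effect and no-enzyme buffer wells for full effect; values of inactives mirror those of a sister screen read the other way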
Target sequence (P09923 whole entry, looked up): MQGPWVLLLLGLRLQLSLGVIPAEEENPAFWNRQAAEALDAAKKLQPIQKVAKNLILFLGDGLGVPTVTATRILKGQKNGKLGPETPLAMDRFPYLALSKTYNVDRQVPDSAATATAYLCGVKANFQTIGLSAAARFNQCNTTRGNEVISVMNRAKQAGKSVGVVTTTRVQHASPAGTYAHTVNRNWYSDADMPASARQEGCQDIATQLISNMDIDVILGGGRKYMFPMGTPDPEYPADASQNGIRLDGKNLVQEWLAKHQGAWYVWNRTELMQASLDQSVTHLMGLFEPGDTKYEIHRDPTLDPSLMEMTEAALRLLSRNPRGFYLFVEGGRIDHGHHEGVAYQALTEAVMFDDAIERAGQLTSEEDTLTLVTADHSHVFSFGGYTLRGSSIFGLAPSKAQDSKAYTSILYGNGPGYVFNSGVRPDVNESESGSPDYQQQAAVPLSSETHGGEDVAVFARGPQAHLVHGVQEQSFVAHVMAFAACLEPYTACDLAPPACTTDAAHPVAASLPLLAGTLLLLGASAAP
A3G deaminase: APOBEC3G DNA deaminase inhibitors, primary screen, biochemical, fluorescence, single-stranded DNA substrate, uHTS | inhibition, % at 20 µM | DNA dC->dU-editing enzyme APOBEC-3G (Homo sapiens), Q9HC16 | 330,000 tested, 0.28% active | AID 493012, 2011 | recombinant A3G, ssDNA deamination FAM/TAMRA fluorescence;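 active = inhibition of at least 40% at 20 µM, with no more than 30% in the related APOBEC3A deaminase screen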;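 note: plate controls were DMSO wells with A3G for no effect and wells lacking A3G enzyme for full effect; some compounds called inactive have numbers as strong as hits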
TIM10 inh: growth inhibitors of isogenic TIM10 control yeast, primary screen, counter-screen for tim10-1 yeast inhibitor project, luminescence, uHTS. 330,000 tested, 1.4% active. S. cerevisiae TIM10 strain growth, BacTiter-Glo luminescence, 24 h. AID 463195, 2010. inhibition, % at 10 µM;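 active = inhibition of 40% or more at the single tested concentration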;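 note: wild-type TIM10 isogenic control strain grown at permissive 25 °C; 0% = DMSO yeast wells and 100% = minimal medium wells without yeast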
mIAP act: activators of mouse IAP, primary screen, biochemical, luminescence, uHTS | intestinal alkaline phosphatase [Mus musculus] | muIAP, CDP-Star luminescence, 30 min; stronger effect = higher value; 1 = vehicle-only enzyme signal, 0 = enzyme-free wells | activation factor at 10 µM | 330,000 tested, 0.24% active;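 active = activation factor of at least 2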; note: the source names both 10 and 20 µM as test concentration; values of inactives mirror those of a sister screen read the other way
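System: mouse IAP enzyme. Reagent: CDP-Star chemiluminescent phosphatase substrate. Benchmarks: DMSO wells, no-enzyme wells. Times: 30 min enzyme-substrate-compound incubation at room temperature. Detection: luminescence from enzymatic CDP-Star hydrolysis. Doses: test compounds delivered from DMSO solution.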
beta cell repl: inducers of MIN6 beta-cell proliferation, primary screen, ATP luminescence, uHTS. MIN6 cells proliferation, ATPlite luminescence, 48 h; cells starved in 0.2% serum; 100% = growth in 10% serum. proliferation, % at 10 µM. 330,000 tested, 0.29% active;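 active = compounds whose signal lies at least 3.5 SD above the mean of all wells on their plate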;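 note: 0% = DMSO-treated cells in low-serum medium and 100% = 10% serum control; some compounds called inactive have numbers as strong as hits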
Numbers without * were called inactive.

SMILES	A3A deaminase	tim10-1 inh	mIAP inh	NLRP3 yeast inh	hIAP block	A3G deaminase	TIM10 inh	mIAP act	beta cell repl
O=C(Nc1ccccc1N1CCCC1)C1CCN(S(=O)(=O)c2ccccc2)CC1	-3	2	-1	9	-4	-8	-9	1	0
CCN(CC)c1ccc(/C=N/NC(=O)OC)c(O)c1	-5	16	3	49	-54	-4	26	0.97	-3
CCC(C)NCCCOc1cc(Cl)ccc1Cl (stereo not drawn)	-5	8	-9	28	1	-6	-8	1.1	-5
CCN1C(=O)c2ccccc2S(=O)(=O)c2ccc(C(=O)NCc3cccnc3)cc21	1	1	-5	14	-11	0	2	1	-2
CCOC(=O)C1CCN(C(=O)c2ccc(OCC)c(OCC)c2)CC1	-2	9	0	7	-2	-1	14	1	-3
N/C(CC(=O)Nc1ccc(F)cc1F)=N\OC(=O)c1cccs1	-4	34	-11	-1	3	-12	30	1.1	0
O=C(c1ccco1)N1CCN(C(=O)c2snc3ccc(Cl)cc23)CC1	3	16	5	13	14	-1	4	0.95	-1
O=C(c1ccccc1)N1CCN(C(=O)c2nn3c(C(F)(F)F)cc(-c4ccco4)nc3c2Br)CC1	1	15	11	12	-2	-1	9	0.89	-1
CN(C)CCCNc1ccc(S(N)(=O)=O)cc1[N+](=O)[O-]	2	-11	-5	12	21	2	13	1	-2
Cc1cc(C(=O)N/N=C/c2cccnc2)n[nH]1	3	-5	9	23	13	-4	1	0.91	0
O=C(CCCn1c(SCc2cc(=O)n3ccccc3n2)nc2ccccc2c1=O)NCC1CCCO1 (stereo not drawn)	9	-1	7	-8	3	-6	4	0.93	2
NC(=O)c1nsc(C(=O)N(Cc2cccnc2)C(C(=O)NCc2ccc(F)cc2)c2ccc(F)cc2)c1N (stereo not drawn)	-1	16	2	15	8	0	-15	0.98	-2
COc1ccc(C(=O)C2CCCN(C3Cc4ccccc4C3)C2)c(OC)c1 (stereo not drawn)	-1	-25	-2	24	14	-6	-33	1	0
COc1ccccc1NC(=O)c1ccccc1SC	-2	-15	8	13	17	-8	-6	0.92	-1
Cc1ccc(-c2nnc(CSc3nnc(C)s3)o2)cc1	0	9	3	11	14	-7	-8	0.97	3
O=C(Nc1nc2c(F)cc(F)cc2s1)C1CCN(C(=O)c2ccc(F)cc2)CC1	-2	9	6	0	6	-9	1	0.94	-1
Cc1cc(C)cc(N2CC(O)Cn3c2nc2c3c(=O)[nH]c(=O)n2C)c1 (stereo not drawn)	-2	37	-11	10	2	-1	-5	1.1	0
CC(=O)Nc1ccc(NC(=O)C/C(C)=N/NC(=O)COc2cc(C)c(Br)cc2Br)cc1	-4	25	0	0	-11	6	0	1	0
COCCN(C(=O)CSc1nnc(-c2ccccc2C)n1C)c1c(N)n(Cc2ccccc2)c(=O)[nH]c1=O	2	10	-2	10	4	-5	-3	1	1
COc1ccc2cc3c(N)nn(C(=O)c4ccccc4Cl)c3nc2c1	-6	22	-1	7	-10	-5	20	1	4
Cc1cc(C(=O)NNC(=O)COc2ccccc2Cl)n[nH]1	-4	-12	12	-12	-214	-4	-14	0.88	-5
COc1ccc(N(C(=O)CCl)C(C(=O)NC2CCCCC2)c2cccnc2)cc1 (stereo not drawn)	0	41*	3	14	6	-2	33	0.97	0
CCc1nnc(NS(=O)(=O)c2ccc(N/C=C\C(=O)c3ccc4ccccc4c3)cc2)s1	0	11	11	17	5	-2	15	0.89	-5
CC(=O)N1c2ccc(S(=O)(=O)N3CCC(C(=O)NCCc4ccc(Cl)cc4)CC3)cc2CC1C (stereo not drawn)	-2	21	-6	-6	-30	-1	-2	1.1	-2
Cc1ccc(NC(=O)c2sccc2C)cc1[N+](=O)[O-]	-2	2	8	27	-5	-5	27	0.92	1

(continued)
SMILES	A3A deaminase	tim10-1 inh	mIAP inh	NLRP3 yeast inh	hIAP block	A3G deaminase	TIM10 inh	mIAP act	beta cell repl
COC(=O)c1cc(S(=O)(=O)N2CCN(Cc3ccccc3)CC2)c[nH]1	2	-4	2	4	3	0	13	0.98	0
C=CCn1c(C)cc(C(=O)COC(=O)COc2ccccc2C#N)c1C	-4	-4	-7	4	-8	-2	-34	1.1	-1
O=C(CSc1ncn[nH]1)NC1CCCc2ccccc21 (stereo not drawn)	1	-4	-6	-7	-5	-3	-3	1.1	0
N#Cc1nc(-c2ccc(OCc3ccccc3Cl)cc2)oc1NCCCn1ccnc1	-1	26	-5	31	-28	-2	8	1.1	-7
Cc1ccc(S(=O)(=O)CCSC(=N)N)cc1	1	32	8	-11	-4	-1	0	0.93	-2
O=C(Nc1ccccc1F)c1cc(S(=O)(=O)N2CCOCC2)ccc1N1CCOCC1	-3	6	4	11	4	-9	-6	0.96	-2
CCN(CC(=O)Nc1ccc(NC(C)=O)cc1)C(=O)c1cccc(-n2cccc2)c1	7	-2	4	12	-3	-2	-11	0.96	-4
COc1cc(C(=O)OCC(=O)c2ccccc2)cc2c1OCCO2	-2	30	-4	17	-4	-8	23	1	2
COc1ccc(-n2nc3cc(C)c(N)cc3n2)cc1Cl	-4	15	9	-3	5	-2	2	0.91	0
Cc1cc(CC(=O)O)c(C)cc1CC(=O)O	1	5	-4	9	1	1	2	1	0
O=c1[nH]c(Nc2ccccc2Cl)cc2ccccc12	-5	31	-3	17	-8	-8	27	1	3
COc1ccc(C(=O)CC(c2ccccc2)C2CCCCC2=O)cc1 (stereo not drawn)	1	-10	-1	-4	-45	0	11	1	-2
COc1ccccc1NC(=O)c1ccc(-n2cncn2)nc1	-2	3	3	13	4	-3	-2	0.97	0
CN(CC(=O)Nc1ccc(Cl)cc1)C(=O)c1ccc(COc2ccccc2)cc1	-2	7	-4	20	18	2	11	1	-4
COC(=O)C1CCN(Cc2cc(=O)oc3cc(OC)ccc23)CC1	-2	14	-1	25	-8	-5	0	1	0
COc1ccc(Cc2nnc(CCc3ccccc3)s2)cc1	-1	3	-6	22	-5	-1	-1	1.1	0
CCOc1cc(NC(=S)NCC2CCCO2)c(OCC)cc1NC(=O)c1ccccc1F (stereo not drawn)	-6	39	2	25	-3	-13	13	0.98	-4
Cc1ccc(-c2noc(-c3cccs3)n2)cc1	-2	7	10	14	-13	-3	18	0.91	-3
Cc1cnc(NC(=O)CSc2nnc(Cc3ccccc3)n2C)s1	2	5	0	-2	-25	-5	7	1	-2
C=CCNC(=S)NCc1ccccc1	5	14	-4	-15	6	-7	-7	1	-1
Cc1noc(C)c1NC(=O)NC(c1ccccc1)c1ccccc1	-2	-12	-11	-2	14	-5	0	1.1	-2
CCOC(=O)C1(C(F)(F)F)N=C(N(C)C)OC(N(C)C)=N1	0	1	6	5	6	-6	-4	0.94	0
CCc1ccccc1NC(=O)CN(C)C(=O)CSc1nnc(Nc2cccc(C)c2C)s1	2	29	-16	-2	2	-3	10	1.2	0
COc1cc(C(=O)OCC(=O)NC2CCCC2)cc(NC(=O)c2ccco2)c1OC	-3	32	-12	-20	-9	-9	11	1.1	2
CCOC(=O)c1[nH]c2cc3c(cc2c1CCCN1C(=O)c2ccccc2C1=O)OCCO3	1	19	8	-6	4	1	5	0.92	-3

Next section.
SMILES	A3A deaminase	tim10-1 inh	mIAP inh	NLRP3 yeast inh	hIAP block	A3G deaminase	TIM10 inh	mIAP act	beta cell repl
Cc1cccc(NC(=O)CSCC(=O)N2CCN(c3cccc(C(F)(F)F)c3)CC2)c1	-1	-1	1	17	2	-6	-7	0.99	-4
CCN(C(=O)c1ccc2c(Cl)c3c(nc2c1)CCC3)c1ccc(C)c(C)c1	-3	37	11	16	3	-6	11	0.89	-7
O=C(CC1SC2=NCCN2C1=O)Nc1ccc(Cl)cc1 (stereo not drawn)	-2	0	4	11	10	-1	3	0.96	2
COc1ccc(CC(=O)OCC(=O)Nc2ccc(C(=O)Nc3ccc(OC)cc3)cc2)cc1	3	-9	6	6	2	-17	-11	0.94	-2
COc1ccccc1CC1CC(=O)N(c2cccc(Cl)c2C)C1=O (stereo not drawn)	0	12	-3	26	31	-9	-3	1	-1
CCCSc1nc2c(cnn2-c2ccc(C)cc2)c(=O)[nH]1	-5	14	6	16	12	-10	-13	0.94	0
Cc1ccc(S(=O)(=O)Nc2nc3ccccc3nc2NCC2CCCO2)c(C)c1 (stereo not drawn)	1	5	3	4	7	-3	-18	0.97	3
CCN1CCN(CCn2c(=S)[nH]c3ccccc3c2=O)CC1	5	10	10	14	-2	1	-5	0.9	1
Cc1cccc(NS(=O)(=O)Cc2ccccc2)n1	-3	4	5	13	-22	1	1	0.95	-2

Compounds above with fluorine:
SMILES	A3A deaminase	tim10-1 inh	mIAP inh	NLRP3 yeast inh	hIAP block	A3G deaminase	TIM10 inh	mIAP act	beta cell repl
N/C(CC(=O)Nc1ccc(F)cc1F)=N\OC(=O)c1cccs1	-4	34	-11	-1	3	-12	30	1.1	0
O=C(c1ccccc1)N1CCN(C(=O)c2nn3c(C(F)(F)F)cc(-c4ccco4)nc3c2Br)CC1	1	15	11	12	-2	-1	9	0.89	-1
NC(=O)c1nsc(C(=O)N(Cc2cccnc2)C(C(=O)NCc2ccc(F)cc2)c2ccc(F)cc2)c1N (stereo not drawn)	-1	16	2	15	8	0	-15	0.98	-2
O=C(Nc1nc2c(F)cc(F)cc2s1)C1CCN(C(=O)c2ccc(F)cc2)CC1	-2	9	6	0	6	-9	1	0.94	-1
O=C(Nc1ccccc1F)c1cc(S(=O)(=O)N2CCOCC2)ccc1N1CCOCC1	-3	6	4	11	4	-9	-6	0.96	-2
CCOc1cc(NC(=S)NCC2CCCO2)c(OCC)cc1NC(=O)c1ccccc1F (stereo not drawn)	-6	39	2	25	-3	-13	13	0.98	-4
CCOC(=O)C1(C(F)(F)F)N=C(N(C)C)OC(N(C)C)=N1	0	1	6	5	6	-6	-4	0.94	0
Cc1cccc(NC(=O)CSCC(=O)N2CCN(c3cccc(C(F)(F)F)c3)CC2)c1	-1	-1	1	17	2	-6	-7	0.99	-4

Screens (PubChem)
